# Rev-RRE block: HIV-1 Rev-RRE binding inhibitors, primary screen, biochemical, FRET, protein-RNA interaction. P05866. Rev peptide-RRE RNA binding. inhibition, % at 8 µM. 97,000 compounds, 0.79% hits. AID 704, 2007;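 active = inhibition above the screen-wide mean plus 3 SD, cut at about 35% in these data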;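 also: 0% = median DMSO wells and 100% = median Neomycin B control wells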
#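 Test system – labelled RRE RNA duplex and labelled Rev peptide · Reagent – labelled Rev peptide · Doses – one concentration, 8 µM nominal · Incubation – 5 + 15 min at 25 °C · Signal – FRET fluorescence readout · Read-out basis – % inhibition of FRET ratio versus controls · Control set – DMSO wells as 0% and neomycin B wells as 100% inhibition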
# PLAP activator: PLAP enzyme activators, biochemical, luminescence, HTS. purified PLAP enzyme, luminescent substrate read-out; stronger effect = higher value. activation fold at 20 µM. AID 696, 2007. Alkaline phosphatase, placental type (Homo sapiens), P05187. 96,000 compounds, 1.2% hits; in the data active = activation fold above about 2
# Target sequence (P05187 whole entry, looked up): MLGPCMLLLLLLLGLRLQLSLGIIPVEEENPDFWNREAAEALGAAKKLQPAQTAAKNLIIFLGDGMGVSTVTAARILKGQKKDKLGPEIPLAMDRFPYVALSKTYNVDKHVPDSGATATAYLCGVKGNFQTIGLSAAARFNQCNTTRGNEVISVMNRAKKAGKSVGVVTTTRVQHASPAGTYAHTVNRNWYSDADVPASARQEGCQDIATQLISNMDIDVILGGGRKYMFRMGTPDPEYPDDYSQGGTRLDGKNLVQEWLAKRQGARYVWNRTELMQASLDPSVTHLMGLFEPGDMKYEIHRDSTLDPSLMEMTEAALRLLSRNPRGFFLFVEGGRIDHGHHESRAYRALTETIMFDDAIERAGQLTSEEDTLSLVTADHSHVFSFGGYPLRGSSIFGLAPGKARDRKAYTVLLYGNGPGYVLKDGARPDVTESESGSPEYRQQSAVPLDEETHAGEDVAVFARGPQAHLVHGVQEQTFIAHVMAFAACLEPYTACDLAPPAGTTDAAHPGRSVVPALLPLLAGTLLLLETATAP
# EphB4 antag: EphB4-ephrin-B2 interaction antagonists, primary screen, biochemical, TNYL-RAW peptide probe, fluorescence polarization; inhibition, % at 7 µM; EphB4 LBD / TNYL-RAW-Alexa532 peptide; 97,000 compounds, 0.15% hits; Ephrin type-B receptor 4 (Homo sapiens), P54760;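 active = inhibition above the screen-wide mean inhibition plus 3 SD, cut at about 15% in these data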;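 also: 0% = DMSO wells and 100% = excess unlabeled TNYL-RAW peptide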
# PLK1 inh: human PLK1 kinase inhibitors, primary screen, biochemical, TR-FRET. recombinant PLK1 kinase, TR-FRET peptide phosphorylation. inhibition, % at 10 µM. 97,000 compounds, 0.53% hits. AID 619, 2007;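 active = inhibition of 50% or more in the single-concentration screen; inactive = inhibition below 50%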;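 also: 0% = DMSO max control and 100% = H-89 dihydrochloride min control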
# CYP2C19 inh: blockers of cytochrome P450 2C19 activity – biochemical, luminescence, ADME assay, primary screen; P33261; 96,000 compounds, 21% hits; CYP2C19 Supersomes, luciferin-H EGE luminescence, 30 min; inhibition, % at 5 µM;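 active = CYP2C19 inhibition above a set limit at 5 µM in the primary screen, cut at about 50% in these data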;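 also: plate controls were negative control wells for no effect and 2.5 mM tranylcypromine positive control for full effect; values of inactives mirror those of a sister screen read the other way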
# Plk1 PBD FP: Plk1 polo box domain binding inhibitors, primary screen, biochemical, fluorescence polarization; Serine/threonine-protein kinase PLK1 (Homo sapiens), P53350; Plk1 PBD phosphopeptide binding; inhibition, %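 (tested at about 20 µM)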; 97,000 compounds, 0.13% hits; AID 693, 2007; in the data active = inhibition above about 34%, passing the limit was not always enough
# CYP2C9 inhib: blockers of cytochrome P450 2C9 activity – biochemical, luminescence, ADME assay, primary screen. P11712. 96,000 compounds, 20% hits. inhibition, % at 5 µM. CYP2C9 Supersomes, luciferin-H conversion;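 active = blocking of liver enzyme CYP2C9 beyond about 50% at 5 µM, limit read from the data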; also: values of inactives mirror those of a sister screen read the other way
# Target sequence (P11712 whole entry, looked up): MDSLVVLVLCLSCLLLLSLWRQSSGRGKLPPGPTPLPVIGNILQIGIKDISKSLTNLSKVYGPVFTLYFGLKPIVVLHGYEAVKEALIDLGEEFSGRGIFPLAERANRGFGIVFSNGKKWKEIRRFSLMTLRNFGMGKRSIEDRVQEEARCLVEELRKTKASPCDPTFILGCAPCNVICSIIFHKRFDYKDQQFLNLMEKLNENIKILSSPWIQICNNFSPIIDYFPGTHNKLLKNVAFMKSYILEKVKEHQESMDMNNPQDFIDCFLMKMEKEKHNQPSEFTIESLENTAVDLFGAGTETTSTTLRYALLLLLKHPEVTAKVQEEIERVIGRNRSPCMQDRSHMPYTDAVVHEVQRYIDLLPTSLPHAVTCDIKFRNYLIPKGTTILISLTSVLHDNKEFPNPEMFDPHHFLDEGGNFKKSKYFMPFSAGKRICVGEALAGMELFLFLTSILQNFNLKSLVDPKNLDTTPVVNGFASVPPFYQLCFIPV
# CYP2C9 act: human CYP2C9 activators, primary screen, biochemical, luminescence; activation factor at 5 µM; AID 1024, 2008; 96,000 compounds, 1.4% hits; recombinant CYP2C9, luciferin-H conversion; stronger effect = higher value; factor 1 = untreated enzyme, 0 = blocked;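 active = activation factor of 2 or more for CYP2C9 at a 5 µM dose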;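 also: 0 = sulfaphenazole-blocked wells and 1 = vehicle-only wells; values of inactives mirror those of a sister screen read the other way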
# CYP2C19 activ: human CYP2C19 activators, primary screen, biochemical, luminescence. Cytochrome P450 2C19 (Homo sapiens), P33261. recombinant CYP2C19, luciferin-H EGE luminescence; stronger effect = higher value; 0 = fully inhibited enzyme, 1 = untreated enzyme. activation factor at 5 µM. 96,000 tested, under 10 active. AID 1025, 2008;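 active = activation factor of at least 2 at 5 µM in the primary screen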;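 also: 0 = wells with 2.5 mM tranylcypromine and 1 = vehicle-only wells; values of inactives mirror those of a sister screen read the other way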
# Numbers without * were called inactive; . = not tested or not shown.
SMILES,Rev-RRE block,PLAP activator,EphB4 antag,PLK1 inh,CYP2C19 inh,Plk1 PBD FP,CYP2C9 inhib,CYP2C9 act,CYP2C19 activ
O=C(O)c1ccc(-n2nnnc2SCc2ccccc2F)cc1,6,1.1,-1,59*,1,29,19,0.8,1
O=C(CCc1nc(-c2ccccc2F)no1)NC1CCCCCC1,4,0.8,-7,-10,27,-5,28,0.7,0.7
COC(=O)Cc1c[nH]c2cccc(OCC(O)CN(Cc3ccc([N+](=O)[O-])cc3)C(C)(C)C)c12 (stereo unspecified),9,1.3,9,-5,15,-17,34,0.7,0.8
OC(C#CCN1CCOCC1)(c1ccccc1)C1CC1 (stereo unspecified),7,1,-4,-20,57*,18,-5,1.1,0.4
O=C(O)COc1cccc(NC(=O)C2CCCO2)c1 (stereo unspecified),6,1,-6,-11,0,5,-13,1.1,1
S=C(NCCSCc1c(Cl)cccc1Cl)Nc1ccccc1,-1,0.8,4,2,44,-13,48,0.5,0.6
CC(C)Oc1ccc(C(=O)CCN2CCCCC2)cc1,1,.,-1,-12,.,-10,.,.,.
O=C(C1CCCCC1)N1CCN(S(=O)(=O)c2ccc(Br)cc2)CC1,9,1.3,6,1,8,-2,8,0.9,0.9
N#Cc1c(NCCN)nc(-c2ccccc2)c2c1CCCC2,16,1.1,-6,20,4,15,19,0.8,1
COc1ccc(N(CC(=O)Nc2cccc(C(F)(F)F)c2)S(C)(=O)=O)cc1,13,.,-5,-2,.,-2,.,.,.
CSc1nc2ccccc2cc1/C=C(\C#N)c1ccc(Cl)cc1Cl,14,0.9,-1,-1,13,8,8,0.9,0.9
CC(NC(=O)C1CC2CCCC(C1)C2=O)c1ccccc1 (stereo unspecified),11,1.2,5,-14,10,19,-9,1.1,0.9
CCOc1ccc(NC(=O)c2ccc(OC)cc2)cc1,3,1,1,-7,-3,23,-7,1.1,1
C=COC(=O)CSc1snc(SCC(=O)OC)c1C#N,6,0.9,7,-4,5,-21,15,0.9,0.9
Cc1cc(C)n(-c2ccc(C(=O)Nc3sccc3C(N)=O)cc2)n1,11,0.8,8,-7,42,-15,8,0.9,0.6
O=C(Nc1ccc(S(=O)(=O)Nc2ncccn2)cc1)c1ccco1,1,1.2,-8,-5,-6,19,2,1,1.1
CCn1cnc2sc(C(=O)N3CCN(c4ccc(OC)cc4)CC3)c(C)c2c1=O,-2,1.3,-1,-5,24,45*,57*,0.4,0.8
CCC(C)[C@H](NC(=O)NCc1ccccc1Cl)C(=O)O (stereo partly specified),0,1.3,-7,-9,22,-4,29,0.7,0.8
O=S(=O)(CCc1nc2ccccc2o1)c1ccc(Cl)cc1,5,0.9,-6,7,30,-3,-2,1,0.7
COc1cc(OC)cc(-n2nnnc2SCC(=O)N2CCCc3ccccc32)c1,16,1.1,2,-2,49,17,22,0.8,0.5
COc1ccc(N(Cc2cc3ccccc3[nH]c2=O)C(=O)C2CCCO2)cc1 (stereo unspecified),4,1,-5,-4,10,-4,10,0.9,0.9
Cc1cc(NC(=O)NC(=O)c2ccc(F)cc2F)n[nH]1,4,1,-3,-14,28,-21,-4,1,0.7
Cc1cc2nc(NC3=NCN(Cc4ccc5c(c4)OCO5)CN3)nc(C)c2cc1C,.,1.3,.,.,9,.,6,0.9,0.9
O=C(NCCc1cn2ccccc2n1)c1ccc(Br)o1,1,1,-8,-3,16,-19,3,1,0.8
COc1cc(Cl)c(S(=O)(=O)N2CCN(Cc3ccc4c(c3)OCO4)CC2)cc1Cl,.,1.2,.,.,36,.,21,0.8,0.6
Cc1cc(C)c2nc(Cl)c(CN(Cc3ccco3)C(=O)Nc3ccccc3C)cc2c1,0,1.3,7,-5,14,1,75*,0.2,0.9
COc1ccc(C(=O)NCCn2ccc3ccccc32)c(OC)c1,7,1.6,-3,-5,100*,-3,5,1,0
Cc1nn(C)c(C)c1S(=O)(=O)N1CCC(C(=O)NCCC2=CCCCC2)CC1,7,1.1,0,-9,-16,6,-110,2.1*,1.2
CC(C)(C)C(=O)Nc1nnc(SCc2ccc(F)cc2)s1,19,0.9,6,-7,68*,-11,78*,0.2,0.3
CC(C)=CCc1c(O)ccc(C(=O)Cc2ccccc2)c1O,10,1.1,-4,-7,12,-8,46,0.5,0.9
CCCCN(CC)CCCNC(=O)CS(=O)(=O)Cc1nc(-c2cccc(OC)c2)oc1C,-2,1.4,0,-10,-1,23,-6,1.1,1
COc1ccc(OCCC(=O)Nc2cc(C)on2)cc1,6,0.9,9,-1,63*,22,29,0.7,0.4
NC(=O)Cc1c[nH]c2cccc(O)c12,.,1.1,.,.,0,.,1,1,1
O=[N+]([O-])c1cccc(-c2nc(-c3ccncc3)no2)c1,9,1,-1,-6,95*,-6,53*,0.5,0.1
CCOC(=O)c1nn(-c2ccccc2)c(-c2ccccc2)c1C(=O)c1ccccc1,8,0.9,-2,-7,40,-7,59*,0.4,0.6
COC(=O)C1(Cc2ccccc2)NC(c2ccccc2C)C2C(=O)N(c3ccc4c(c3)OCO4)C(=O)C21 (stereo unspecified),8,.,9,5,.,-12,.,.,.
Cc1nc(CNS(=O)(=O)c2cc(F)ccc2F)cs1,4,.,-6,-14,.,-1,.,.,.
CCc1cc2c(SCC(=O)c3ccc(C)cc3)ncnc2s1,12,.,-9,-14,.,18,.,.,.
C/C(=N/NS(=O)(=O)c1ccc(Cl)cc1)c1cccc(O)c1,4,1,1,-5,22,10,23,0.8,0.8
CNC(=O)CC1C(=O)N(C)C(=S)N1NC(=O)c1ccc(Cl)cc1 (stereo unspecified),4,1.1,3,-6,3,4,-2,1,1
O=C(c1sc2ccccc2c1Cl)N1CCN(c2ccc(F)cc2)CC1,5,1,2,-1,82*,-7,-126,2.3*,0.2
O=[N+]([O-])c1ccc(OC/C=C2\Oc3ccc([N+](=O)[O-])cc3C2N2CCOCC2)cc1 (stereo unspecified),9,1.3,3,-1,71*,25,19,0.8,0.3
Cc1noc(NS(=O)(=O)c2ccc(N/C=C/C(=O)c3ccccc3)cc2)c1C,1,1.1,-3,-20,-6,-20,94*,0.1,1.1
COc1ccc(OC)c(CN2C(=O)CCC2(C)C(=O)NC2CCCCCC2)c1 (stereo unspecified),2,1.3,-3,-9,18,-1,30,0.7,0.8
COc1ccc(-c2nc3c4ccccc4[nH]c(=O)n3n2)cc1,7,1.1,-5,0,-8,-14,-12,1.1,1.1

# 3 of the entries above in order of the CYP2C9 act value, low to high:
smiles | CYP2C9 act
Cc1noc(NS(=O)(=O)c2ccc(N/C=C/C(=O)c3ccccc3)cc2)c1C | 0.1
COc1ccc(OC)c(CN2C(=O)CCC2(C)C(=O)NC2CCCCCC2)c1 (stereo unspecified) | 0.7
O=[N+]([O-])c1ccc(OC/C=C2\Oc3ccc([N+](=O)[O-])cc3C2N2CCOCC2)cc1 (stereo unspecified) | 0.8

# Next compounds follow.
SMILES,Rev-RRE block,PLAP activator,EphB4 antag,PLK1 inh,CYP2C19 inh,Plk1 PBD FP,CYP2C9 inhib,CYP2C9 act,CYP2C19 activ
CCOc1ccc(NC(=O)Cn2nnc(-c3ccccc3NC(=O)C3CC3)n2)cc1,7,0.9,-3,-9,82*,-8,36,0.6,0.2
COc1cccc(NC(=O)C2C3CC4OC(=O)C2C4C3)c1 (stereo unspecified),8,0.8,4,-10,-1,7,5,0.9,1
CC(C)(C)c1ccc(OCC(=O)NC2CCS(=O)(=O)C2)cc1 (stereo unspecified),0,1,0,-9,12,15,17,0.8,0.9
Cc1cc(C)n2nc(SCC(=O)N(C)c3ccccc3)nc2n1,2,1.3,5,-11,-9,3,-18,1.2,1.1
O=C(CCN1CCN(CCO)CC1)Nc1ccc(OCc2ccccc2)cc1,-1,1.4,1,-11,-7,0,-8,1.1,1.1
CS(=O)(=O)N(CC(=O)N1CCCC1)c1cc(Cl)c(Cl)cc1Cl,-4,1.5,-1,-9,90*,-7,45,0.5,0.1
O=c1oc2cc(Br)ccc2n1CSC1=NCCS1,2,0.9,6,-5,23,14,3,1,0.8
COc1ccc(OC)c(C2=Nn3c(nnc3-c3cccc(OC(C)C)c3)SC2)c1,4,1,-5,-12,4,10,10,0.9,1
COc1ccc(NS(=O)(=O)c2cccc3cccnc23)cc1,5,.,-5,-14,.,-2,.,.,.
CCCn1c2ccccc2c2nnc(SCC(=O)Nc3ncccn3)nc21,7,1.1,2,-4,52*,-3,60*,0.4,0.5
COC(=O)c1cccc(NC(=O)c2ccc(S(=O)(=O)N3CCN(C)CC3)cc2)c1,9,1.5,10,-10,32,-29,27,0.7,0.7
c1ccc(-c2nnc3n2CCCC3)cc1,11,1,3,-10,-1,-15,0,1,1
c1ccc2c(c1)Cn1c-2nc2ccccc21,10,1.5,1,5,47,-6,8,0.9,0.5
Cc1ccccc1NC1=NC(C)(C)N=C(N)N1,3,1.1,2,-14,-1,9,-4,1,1
CCN(CC)c1ccc(NC(=O)c2ccco2)c(C)c1,-4,0.8,-6,-11,-5,6,-33,1.3,1.1
CN1CCn2c1nc(N1CCOCC1)nc2=O,3,1,-2,2,-4,7,8,0.9,1
Cc1ccc(CSc2nnc(-c3ccccn3)n2C)cc1,2,0.9,-4,-10,20,-28,5,0.9,0.8
CCOC(=O)C1CCCn2c1nc1sc3c(c1c2=O)CCCC3 (stereo unspecified),-2,1.4,-11,-10,66*,-4,77*,0.2,0.3
COc1ccc(S(=O)(=O)Nc2ccc(NC(C)=O)cc2)cc1OC,5,0.9,-1,-17,95*,-27,67*,0.3,0.1
CC(=O)OC1c2ccccc2C(=O)N1Cc1ccccc1Cl (stereo unspecified),1,1,4,-6,99*,-17,-18,1.2,0
CCOC(=O)c1ccc(N/C=C2/CCCC(C)C2=O)cc1 (stereo unspecified),-4,1,-1,-1,46,10,-34,1.3,0.5
Cc1cc(C(=O)N/N=C2\CC(=O)CC(C)(C)C2)n[nH]1,3,1.1,8,-1,-12,26,-2,1,1.1
Cn1c(=O)c2c(SCc3ccccn3)nc(C3CC3)nc2n(C)c1=O,.,1.1,.,.,6,.,17,0.8,0.9
Cn1c(=O)c2c(nc(CN3CCN(c4cccc(Cl)c4)CC3)n2CCc2ccccc2)n(C)c1=O,4,.,2,-13,.,4,.,.,.
CCN(CC)C(=O)c1sc(NC(=O)c2ccoc2C)c(C(=O)OC)c1C,.,1.3,.,.,14,.,31,0.7,0.9
CN(C)S(=O)(=O)c1ccc(C(=O)OCC(=O)NC(=O)NCc2ccccc2)cc1,8,1,0,-16,-17,-30,-11,1.1,1.2

# 4 neighbouring records out of the list so far, quoted:
SMILES,Rev-RRE block,PLAP activator,EphB4 antag,PLK1 inh,CYP2C19 inh,Plk1 PBD FP,CYP2C9 inhib,CYP2C9 act,CYP2C19 activ
Cn1c(=O)c2c(SCc3ccccn3)nc(C3CC3)nc2n(C)c1=O,.,1.1,.,.,6,.,17,0.8,0.9
Cn1c(=O)c2c(nc(CN3CCN(c4cccc(Cl)c4)CC3)n2CCc2ccccc2)n(C)c1=O,4,.,2,-13,.,4,.,.,.
CCN(CC)C(=O)c1sc(NC(=O)c2ccoc2C)c(C(=O)OC)c1C,.,1.3,.,.,14,.,31,0.7,0.9
CN(C)S(=O)(=O)c1ccc(C(=O)OCC(=O)NC(=O)NCc2ccccc2)cc1,8,1,0,-16,-17,-30,-11,1.1,1.2
